# Compound activity from PubChem.
# FUS suppressor – suppressors of FUS proteinopathy in yeast | S. cerevisiae FUS-expressing, growth rescue, OD600, 24 h | Potency, µM (doses to about 76.6 µM), without a hit: top-dose growth rescue (activation), hits mostly activators | 0.24% of 390,000 active;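 note: potency is the fitted concentration of half-maximal effect; plate controls were DMSO vehicle for no effect and reference control for full effect; nearly all actives have a fitted effect of over 55% in size; some results filed as inactive show a strong effect at the top dose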
#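 Compound concentration series was pinned onto galactose-induced FUS-expressing yeast seeded at OD 0.005. Plates sat 24hr at 30C; absorbance at 600 nm gave growth. DMSO served as background control.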
# PTHR1 ag – activates the human parathyroid hormone receptor PTHR1. Q03431. HEK293 GP2 PTHR1 cells, GloSensor cAMP luminescence, 1 h. Potency, µM (top dose mostly 115 µM), inactives show at the top dose activation, hits mostly activators. 0.075% of 410,000 active. AID 743266; note: potency is the fitted concentration of half-maximal effect; nearly all actives have a fitted effect of over 55% in size; some results filed as inactive show a strong effect at the top dose; inactives centre near -15; many of its hits are not listed in these tables
# Target sequence (Q03431 whole entry, looked up): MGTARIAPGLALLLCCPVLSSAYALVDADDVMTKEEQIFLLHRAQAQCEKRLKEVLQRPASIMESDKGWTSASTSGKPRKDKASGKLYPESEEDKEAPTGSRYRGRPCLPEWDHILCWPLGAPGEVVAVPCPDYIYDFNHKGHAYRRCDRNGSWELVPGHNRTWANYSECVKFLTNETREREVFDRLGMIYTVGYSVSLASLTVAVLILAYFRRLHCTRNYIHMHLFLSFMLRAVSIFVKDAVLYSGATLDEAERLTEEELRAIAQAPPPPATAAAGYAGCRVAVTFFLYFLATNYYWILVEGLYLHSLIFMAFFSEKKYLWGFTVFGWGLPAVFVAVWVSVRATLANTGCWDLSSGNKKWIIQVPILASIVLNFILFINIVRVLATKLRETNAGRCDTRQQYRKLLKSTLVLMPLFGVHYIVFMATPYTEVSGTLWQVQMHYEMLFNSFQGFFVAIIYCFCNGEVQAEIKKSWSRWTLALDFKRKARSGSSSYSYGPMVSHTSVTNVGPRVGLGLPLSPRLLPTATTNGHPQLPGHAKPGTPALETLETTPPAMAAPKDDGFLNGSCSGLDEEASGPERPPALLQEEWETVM
#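 HEK-293-derived GP2 cells expressing PTHR1 and a GloSensor cAMP reporter, 3,000/well, plated overnight, given luciferin plus IBMX (each 0.5 mM as added) for 1 h at 37 °C, then compound for 1 h at 37 °C. Luminescence was read after 15 min at room temperature.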
# aSyn rescue – rescues yeast growth from alpha-synuclein toxicity. Yeast expressing alpha-synuclein, growth rescue, BacTiter-Glo, 24 h. Potency, µM (doses to about 46.1 µM), for inactives: at the top dose growth rescue (activation), most hits filed as activators. 0.14% of 370,000 active; note: potency is the fitted concentration of half-maximal effect; % of control where 0% means no effect; nearly all actives have a fitted effect of over 65% in size
#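 Galactose-induced alpha-syn yeast (OD600=0.02, raffinose-pregrown) + pinned cpd, 24 hr, 30 deg C; growth by BacTiter-Glo luminescence. Growth restoration scores as activation.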
# Mm-Cpn inhibitor – M. maripaludis TRiC chaperonin inhibition | purified Mm-Cpn ATPase, ADP Transcreener TR-FRET | 0.031% of 330,000 active | AID 504842 | Potency, µM (doses to about 76.9 µM), inactives show at the highest dose activity, negative = inhibition, actives largely listed as inhibitors; note: potency is the fitted concentration of half-maximal effect; % is set by controls: 0 for no effect and ±100 for the full control effect; nearly all actives have a fitted effect of over 80% in size
#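 Eu-cryptate anti-ADP/ADP-d2 competition gives a ratio inversely related to ADP. Enzyme at 25 nM was pre-exposed to compound for 10 min, then given 10 uM ATP for 30 min, 37°C throughout.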
# TDP-43 yeast inh – inhibitors of TDP-43 toxicity in yeast | 1.8% of 410,000 active | TDP-43 expressing yeast growth rescue, BacTiter-Glo, 24 h | Potency, µM (highest dose often 46.1 µM), for inactives: top-dose growth rescue (activation), actives largely listed as activators; note: potency is the fitted concentration of half-maximal effect; % of control where 0% means no effect; nearly all actives have a fitted effect of over 50% in size
#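 In this qHTS, compounds that restore growth of yeast expressing TDP-43 appear as activators. Cells (OD600=0.02, galactose medium, raffinose-pregrown) are incubated with compound 24 hr at 30 deg C and growth is quantified by BacTiter-Glo.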
# Akt phos inh – blocks phosphorylation of Akt; activity change, % for hits at 50 µM; 0.32% of 360,000 active; Neuro2A IGF-stimulated pAkt S473 HTRF, 20 min; stronger effect = lower value; in the data active = activity change below about -80%; inconclusive = mostly about -51% to -80%; note: % is set by controls: 0 for no effect and ±100 for the full control effect
#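 Single-point screen (50 µM final compound) in Neuro2A cells stimulated 20 min with 6 nM IGF at 37 deg C. After lysis, Ser473-phosphorylated Akt read by HTRF (ex 330 nm, em 615/665 nm) as the 665/615 ratio.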
# GLP1R inv ag – GLP-1 receptor (human) inverse agonism; AID 624417; Potency, µM (top dose mostly 38.3 µM), without a hit: top-dose activity change, negative = inhibition, usual class: inhibitors; P43220; 1.6% of 410,000 active; HEK293 GLP-1R CRE-luciferase, luminescence, 24 h; GLP-1R form is constitutively active; note: potency is the fitted concentration of half-maximal effect; % is set by controls: 0 for no effect and ±100 for the full control effect; nearly all actives have a fitted effect of over 55% in size
# Target sequence (P43220 whole entry, looked up): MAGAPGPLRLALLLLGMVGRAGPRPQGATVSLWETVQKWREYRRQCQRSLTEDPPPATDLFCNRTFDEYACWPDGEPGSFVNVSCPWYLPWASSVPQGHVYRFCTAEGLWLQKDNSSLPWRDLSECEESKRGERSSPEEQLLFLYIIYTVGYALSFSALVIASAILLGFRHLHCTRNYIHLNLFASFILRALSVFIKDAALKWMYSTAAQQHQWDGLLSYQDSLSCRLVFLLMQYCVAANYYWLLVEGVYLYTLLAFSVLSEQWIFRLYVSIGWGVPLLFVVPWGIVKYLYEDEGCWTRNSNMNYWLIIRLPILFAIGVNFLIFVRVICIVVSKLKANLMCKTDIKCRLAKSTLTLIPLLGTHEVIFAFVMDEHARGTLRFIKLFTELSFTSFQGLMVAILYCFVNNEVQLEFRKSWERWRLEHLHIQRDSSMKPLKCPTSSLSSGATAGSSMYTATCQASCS
#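 HEK293 cells stably co-expressing constitutively active GLP-1R and a cAMP-responsive luciferase reporter were seeded in DMEM with 10% Nu serum, given compounds after 12 h, and incubated 24 h at 37 deg C. Luminescence was then read.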
# Abeta yeast res – compounds reversing amyloid beta toxicity in yeast; yeast expressing A-beta42, growth rescue, OD600, 48 h; response scale: 0% DMSO, 100% iron-clioquinol control; Potency, µM (top dose mostly 46.1 µM), without a hit: at the highest dose growth rescue, usual class: activators; 0.063% of 410,000 active; AID 1347071; note: potency is the fitted concentration of half-maximal effect; nearly all actives have a fitted effect of over 55% in size
#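 Yeast A-beta toxicity model in growth medium with pinned compounds, 48 h at 30 C; growth read as absorbance at 600 nm. Normalized to FeCl3/clioquinol equimolar mix (positive) and DMSO (negative).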
# GLP1R cytotox – cytotoxic in the GLP-1 receptor inverse agonist counter-screen. HEK293 cAMP-luciferase reporter cells, luminescence, 24 h. Potency, µM (series often up to 38.3 µM), for inactives: at the highest dose activity change, negative = inhibition, hits mostly inhibitors. 0.13% of 410,000 active;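 note: loss of luciferase light is scored as toxicity; potency is the fitted concentration of half-maximal effect; % is set by controls: 0 for no effect and ±100 for the full control effect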
#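 A 23 nL compound transfer followed 12 hours of cell culture at 37 deg C; exposure then lasted 24 hr. Luciferase assay detection reagent was dispensed and plates read for luminescence after a 12 min room-temperature wait.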
# An asterisk follows results filed as active; i = inactive; ? = inconclusive; nt = no result given; [ ] = another dose, or the depositor's remark. Unless noted, calls come from the whole dose curve; as a rule, active = well fitted curve in the direction sought with a large enough effect; inconclusive = small, poorly fitted or top-dose-only effect, or another doubt; inactive = no such curve, though single readings can be large; an effect the other way counts as inactive or inconclusive.
SMILES,FUS suppressor,PTHR1 ag,aSyn rescue,Mm-Cpn inhibitor,TDP-43 yeast inh,Akt phos inh,GLP1R inv ag,Abeta yeast res,GLP1R cytotox
Cc1cccc(CNC(=O)C2CCCN(c3nn4c(=O)cc(C)nc4s3)C2)c1 (configuration not stated),-10%,i,4%,-2%,0%,i,14%,7%,-22%
C=CCn1c(-c2ccccc2OC)n[nH]c1=S,-12%,-3%,1%,-11%,9%,i,3%,0%,-15%
O=C(Nc1nnc(-c2ccc3c(c2)CCCC3)o1)c1c(F)cccc1F,-4%,-9%,-3%,0%,24%,i,-16%,-12%,-7%
CC(C)(C)C(=O)CSc1ncnc2c1cnn2-c1ccccc1,-19%,-33%,-4%,3%,-1%,i,4%,-9%,1%
CCc1cccc(OCC(O)Cn2c(N3CCCCC3)nc3c2c(=O)[nH]c(=O)n3C)c1 (configuration not stated),-3%,-44%[inhibitor],9%,-2%,11%,i,10%,4%,-16%
COc1ccc(S(=O)(=O)Nc2ccccc2C(=O)NCc2cccnc2)cc1OC,5%,-1%,-5%,1%,-9%,i,6%,3%,3%
COc1ccc(C2(c3ccc(O)cc3O)CC(c3ccccc3Cl)NC(=S)N2)cc1 (configuration not stated),26%,-4%,1%,3%,-14%,i,?,11%,-13%
COc1ccc(CCn2c(=O)[nH]c3cc(C(=O)N4CCN(c5ccccn5)CC4)ccc3c2=O)cc1OC,-2%,i,0%,1%,12%,i,-1%[0.307 µM],-5%,4%[0.307 µM]
O=S(=O)(NCCc1csc(-c2cccnc2)n1)c1cccs1,-12%,-34%[inhibitor],-12%,-4%,20%,i,-2%,?,2%
CC1CN(C(=O)C(Sc2ccccc2)c2ccccc2)CC(C)O1 (configuration not stated),-5%,-16%,9%,0%,0%,i,-1%,1%,0%
O=C(COc1ccc(Cl)cc1)NCCS(=O)(=O)N1CCN(c2ccc(F)cc2)CC1,-1%,-19%,1%,-10%,-1%,i,1%,-4%,-10%
CCN(CC)CCNC(=O)c1sc2nc(-c3ccccc3)cn2c1C,10%,-27%,-2%,1%,15%,i,?,2%,-21%
Cc1cc(C[n+]2ccccc2)c2nsnc2c1,12%,-4%[57.5 µM],-5%,-2%,-13%,i,-2%,15%,-19%
CC(C)(C)OC(=O)C[C@H]1C/C=C\C[C@H](CC(=O)N(CCO)Cc2ccccc2)C(=O)N[C@H](C(C)(C)C)COC1=O,27%,-13%,-3%,1%,13%,i,-7%,1%,12%
CCN(CC)S(=O)(=O)c1ccc(OC)c(NC(=O)CSc2ccccc2)c1,34%,i,-1%,1%,-13%,i,?,7%,6%
O=C(NCC(=O)N(CC1CCCO1)C1(C(=O)NC2CCCC2)CCCCC1)c1ccccc1 (configuration not stated),27%,-8%[57.5 µM],-8%,-1%,9%,i,-1%,4%,-4%
COc1cccc(/C=C/C(=O)OCC(=O)N2CCCc3ccccc32)c1,24%,-19%,4%,1%,0%,i,-18%,-9%,-2%
CCc1nnc(NS(=O)(=O)c2ccc(NC(=S)NC(=O)c3ccc(OC)cc3)cc2)s1,nt,-47%,-18%,1%,-7%,i,-9%,-2%,0%
O=C(Nc1ccc2oc(-c3cc(Br)ccc3Cl)nc2c1)c1ccc2ccccc2c1,6%,i,nt,nt,19%,nt,-6%,-2%,-1%
O=C(Cc1cccc(NC(=O)C2CCCN(C(=O)C3CCCC3)C2)c1)Nc1cccc(C(=O)N2CCCCC2)c1 (configuration not stated),31%,-3%,2%,nt,20%,i,14%,4%,2%
C/C(CCc1ccc2c(c1)OCO2)=N\N=C(/N)SC1CC(=O)N(c2ccccc2F)C1=O (configuration not stated),-2%,i,4%,-2%,13%,i,?,-9%,-23%
CCCn1c(SCC(=O)Nc2ccccc2-c2ccccc2)nnc1-c1ccoc1C,39%,-35%[inhibitor],1%,-3%,15%,i,11µM*,-7%,-18%
C=CCN1CC2CC3(COc4cc(C)cc(C)c4)C=CC2(O3)C1=O (configuration not stated),12%,i,3%,-1%,9%,i,-3%,14%,0%
O=C(COC(=O)CSc1ccc(F)cc1)NC1CCCCCC1,-6%,-25%,-4%,-1%,24%,i,18%,15%,-9%
CCCS(=O)(=O)NC(=O)C1(C)CCCN(C(=O)c2ccccc2Br)C1 (configuration not stated),-11%,i,-1%,nt,16%,i,?,-7%,-26%
CCOc1ccc(CNc2ccc(N3CCOCC3)c(C(=O)O)c2)cc1,-9%,-3%[57.5 µM],-1%,-2%,1%,i,4%,-1%,-1%
O=C(CC1CCCC1)N1CCN(S(=O)(=O)c2ccc(F)cc2)CC1,nt,i,6%,0%,29%,i,2%,-17%,0%
CC(C)Sc1snnc1-c1ccccc1,6%,i,0%,1%,-13%,i,?,0%,7%
OC[C@@H]1CN(CCN2CCOCC2)C[C@H](n2cnc3c(NCc4ccco4)ncnc32)O1,-19%,-13%,0%,nt,12%,i,23%,-10%,2%
Cc1nc(S(=O)(=O)Cc2ccc(Cl)cc2)nc2c1CCC2,-1%,-15%,4%,-5%,5%[9.22 µM],i,1%[7.66 µM],-14%,5%[7.66 µM]
CCCCCNC(=O)c1ccc2c(c1)nc(C)n2-c1cccc(C)c1,17%,i,nt,nt,nt,nt,?,9%,0%
CN1/C(=C/C2CC(=O)N(c3cccc4ccccc34)C2=O)C(C)(C)c2ccccc21 (configuration not stated),?,-12%,18%,-3%,-12%,i,0%,-5%,-5%
COC(=O)C1=C(C)N(C)C(=S)N(C)C1c1ccc(OC)cc1 (configuration not stated),4%,-16%,1%,1%,4%[9.22 µM],i,-7%[7.66 µM],-1%,3%[7.66 µM]
O=C(Nc1nnc(SCc2cccc3ccccc23)s1)C1COc2ccccc2O1 (configuration not stated),nt,i,-1%,-9%,16%,i,-23%,2%,-16%
CCN(CC(=O)NC(C)C)Cc1nc2c(Br)cc(Br)cc2c(=O)[nH]1,14%,-5%,0%,-18%,4%,i,-1%,7%,8%
COc1ccc(C(=O)Nc2ccc([N+](=O)[O-])cn2)c(OC)c1,-36%,-21%,0%,-1%,?,i,24%,7%,-4%
Cc1cn(C2CC3OCC3O2)c(=O)[nH]c1=O (configuration not stated),9%,-4%[57.5 µM],1%,1%,1%,i,5%,5%,1%
CCOc1ccc(N(C)C(=O)CCc2nnc3ccc(N4CCCC4)nn23)cc1,12%,i,5%,-2%,5%,i,29%,2%,1%
CCOc1cc(C(=O)N(C)CC(=O)Nc2cccc3ccccc23)ccc1OC,4%,-31%[inhibitor],0%,0%,14%,i,14%,3%,4%
O=C(COC(=O)Cc1c(F)cccc1Cl)NCCC1=CCCCC1,21%,i,13%,1%,?,i,-7%,?,-11%
Cn1c(N)c(C(=O)COC(=O)c2ccc3ccccc3c2)c(=O)n(C)c1=O,-3%,-31%[inhibitor],8%,-5%,13%,i,4%,1%,12%
O=C(C=Cc1ccc2c(c1)OCO2)C=Cc1ccc2c(c1)OCO2,-29%,-40%[inhibitor],0%,nt,0%,i,-20%,-4%,-31%
CCN(CC(=O)Nc1ccc(OC)cc1)C(=O)c1cc(S(=O)(=O)N2CCOCC2)ccc1N1CCCC1,16%,i,1%,1%,?,i,11%,10%,-6%
COc1ccc(N2C(=O)[C@@H]3[C@H](C2=O)[C@H]2c4ccccc4C=CN2[C@@H]3C(=O)Nc2ccccc2)cc1,29%,-19%[57.5 µM],-3%,-1%,-15%,i,9%,-36%[inhibitor],-7%
N=c1sccn1CC(=O)Nc1cccc(Oc2ccccc2)c1,21%,i,0%,1%,-14%,i,?,2%,-31%
CCC1(C)N([O-])C(C)=C(c2ccccc2)[N+]1=O (configuration not stated),-16%,i,6%,2%,14%,i,18%,9%,2%
O=C(Oc1ccccc1C(=O)N1CCOCC1)c1ccc(Br)cc1,18%,i,8%,-14%,17%,i,0%,12%,-6%
O=C1CSC(c2ccc(Cl)cc2)N1C1CCCCC1 (configuration not stated),-4%,-6%,13%,nt,11%,i,?,-3%,19%
COc1ccc(C(=O)Nc2ccccc2C(=O)NCc2ccco2)cc1OC,43%,-12%[57.5 µM],-15%,0%,26%,i,0%,5%,-4%
NNC(=O)C1C(O)CCC2CN3CCc4c([nH]c5ccccc45)C3CC21 (configuration not stated),nt,-22%,0%,nt,-1%,i,10%,-3%,20%
CC(=O)c1cc2c(cc1N/C(=N/S(=O)(=O)c1ccc(Cl)cc1)c1ccc(F)cc1)OCO2,7%,i,nt,nt,-1%,nt,18%,-7%,17%
CCCCOc1ccc(/C=C/C(=O)Nc2ccc([N+](=O)[O-])cc2C)cc1,0%,i,0%,1%,9%,i,5%,?,-3%
COc1ccccc1NC(=O)c1ccc([N+](=O)[O-])cc1[N+](=O)[O-],6%,-2%,2%,0%,18%,i,-2%,18%,-3%

# Already shown: an excerpt of the list.
SMILES,FUS suppressor,PTHR1 ag,aSyn rescue,Mm-Cpn inhibitor,TDP-43 yeast inh,Akt phos inh,GLP1R inv ag,Abeta yeast res,GLP1R cytotox
Cn1c(N)c(C(=O)COC(=O)c2ccc3ccccc3c2)c(=O)n(C)c1=O,-3%,-31%[inhibitor],8%,-5%,13%,i,4%,1%,12%
O=C(C=Cc1ccc2c(c1)OCO2)C=Cc1ccc2c(c1)OCO2,-29%,-40%[inhibitor],0%,nt,0%,i,-20%,-4%,-31%
CCN(CC(=O)Nc1ccc(OC)cc1)C(=O)c1cc(S(=O)(=O)N2CCOCC2)ccc1N1CCCC1,16%,i,1%,1%,?,i,11%,10%,-6%

# Some of the compounds tested. The share of hits here may be higher or lower than overall.
